Assay outcomes: PubChem, National Center for Advancing Translational Sciences (NCATS)
Nrf2 block – inhibitors of Nrf2 signaling; Potency, µM (series often up to 46 µM), for the others: at the top dose activity change, negative = inhibition, usual class: inhibitors; 360,000 tested, 2.1% active; AID 504444; A549 ARE-Fluc reporter, luciferase luminescence, 18-24 h; also: % is scaled to controls: 0 for no effect and ±100 for the full control effect; nearly all actives have a fitted effect of over 60% in size
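Cells were seeded and rested 2 h, then exposed to compounds for 18-24 h. CellTiter-Fluor was read first as a viability measure. BugLite was added 15 min before the final luminescent read of ARE-luciferase activity in A549 cells.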
ATXN viability – reduces viability in counter-screen for ATXN expression inhibitors. S2 cells (HEK-293 line with an ATXN2-luciferase reporter) viability, CellTiter-Fluor protease fluorescence, 24 h. Potency, µM (top dose mostly 56.7 µM), actives largely listed as cytotoxic. 400,000 tested, 0.49% active; also: nearly all actives have a fitted effect of over 40% in size
TGFb inhibitor – TGF-b pathway inhibition | 410,000 tested, 1.2% active | HepG2 CAGA-GFP TGF-b/SMAD3 reporter, GFP fluorescence, 18 h; TGF-beta stimulated, 500 pg/mL final | AID 588855 | Potency, µM (titrated, usually from 46.1 µM), inactives show at the highest dose activity, negative = inhibition, hits mostly inhibitors; also: % is scaled to controls: 0 for no effect and ±100 for the full control effect; nearly all actives have a fitted effect of over 65% in size
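TGF-beta reporter screen: HEPG2 CAGA-GFP, 1% FBS, 500 pg/mL TGF-beta final, 18 h; per-cell GFP summed per well; curves fitted and categorized by class.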
EPAC2 antagonist – blocks human EPAC2 exchange factor. AID 720708. 360,000 tested, 0.18% active. EPAC2 GEF exchange of Rap1B-BODIPY-GDP, fluorescence. Potency, µM (doses to about 114 µM), for inactives: top-dose activity, negative = inhibition, hits mostly inhibitors; also: % is scaled to controls: 0 for no effect and ±100 for the full control effect; nearly all actives have a fitted effect of over 45% in size; many of its hits are not listed in these tables
Target sequence (Q8WZA2 whole entry, looked up): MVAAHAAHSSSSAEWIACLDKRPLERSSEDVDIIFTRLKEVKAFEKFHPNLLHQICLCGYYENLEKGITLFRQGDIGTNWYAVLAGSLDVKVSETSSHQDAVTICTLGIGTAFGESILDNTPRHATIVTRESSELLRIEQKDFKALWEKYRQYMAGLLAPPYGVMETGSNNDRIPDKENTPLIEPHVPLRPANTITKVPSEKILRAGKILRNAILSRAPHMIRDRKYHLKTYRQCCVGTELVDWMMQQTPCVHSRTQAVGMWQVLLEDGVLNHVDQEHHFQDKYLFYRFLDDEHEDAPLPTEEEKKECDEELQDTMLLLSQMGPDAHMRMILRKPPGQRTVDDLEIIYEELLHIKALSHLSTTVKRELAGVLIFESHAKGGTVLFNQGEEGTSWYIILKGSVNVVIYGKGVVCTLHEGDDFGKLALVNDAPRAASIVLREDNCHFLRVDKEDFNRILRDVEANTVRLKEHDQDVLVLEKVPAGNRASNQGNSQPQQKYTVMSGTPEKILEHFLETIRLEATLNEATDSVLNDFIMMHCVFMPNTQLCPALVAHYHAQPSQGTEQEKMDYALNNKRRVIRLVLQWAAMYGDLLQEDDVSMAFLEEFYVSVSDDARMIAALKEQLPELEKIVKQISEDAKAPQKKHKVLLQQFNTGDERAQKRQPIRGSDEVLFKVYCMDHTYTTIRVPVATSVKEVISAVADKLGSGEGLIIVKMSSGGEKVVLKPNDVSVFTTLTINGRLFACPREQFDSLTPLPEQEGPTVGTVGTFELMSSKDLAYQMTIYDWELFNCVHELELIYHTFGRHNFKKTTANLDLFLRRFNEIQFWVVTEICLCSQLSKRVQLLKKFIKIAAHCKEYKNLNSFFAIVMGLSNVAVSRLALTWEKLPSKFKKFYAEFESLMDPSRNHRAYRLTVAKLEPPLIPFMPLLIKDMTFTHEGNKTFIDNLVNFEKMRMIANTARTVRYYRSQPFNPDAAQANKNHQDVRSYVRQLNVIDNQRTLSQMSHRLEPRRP
A549 viability – A549 cytotoxicity, counter-screen for Nrf2 inhibitors; A549 ARE-Fluc cells, CellTiter-Fluor viability, 18-24 h; Potency, µM (titrated, usually from 46 µM), for inactives: at the highest dose activity change, negative = cytotoxicity, hits mostly inhibitors; 390,000 tested, 0.16% active; AID 504648; also: % is scaled to controls: 0 for no effect and ±100 for the full control effect
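Cytotoxicity counterscreen: CellTiter-Fluor fluorescence was measured in A549 ARE_Fluc cells after 18-24 h of compound exposure in a concentration series. The subsequent BugLite luminescent read reports ARE-luciferase activity.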
ATXN2 expr inh – inhibitors of ATXN2 expression | HEK-293 ATXN2-luciferase reporter, luminescence, 24 h | Potency, µM (highest dose often 57 µM), for inactives: at the highest dose activity change, negative = inhibition, actives largely listed as inhibitors | 360,000 tested, 0.72% active; also: % is scaled to controls: 0 for no effect and ±100 for the full control effect; nearly all actives have a fitted effect of over 55% in size
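qHTS (up to 57 uM final) was run with 24 h compound exposure of reporter cells at 37 °C. Each well was multiplexed: SteadyGlo luminescence measured ATXN2-luciferase expression after a fluorogenic Gly-Phe-AFC viability readout (25 uM final).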
HepG2 viability – HepG2 cytotoxicity, counter-screen for TGF-b inhibitors; HepG2 CAGA-GFP viability, ATP luminescence, 18 h; Potency, µM (top dose mostly 46.1 µM), for the others: at the top dose activity change, negative = cytotoxicity, usual class: cytotoxic; 410,000 tested, 0.76% active; also: some results filed as inactive show a strong effect at the top dose
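HepG2 CAGA-GFP cells (1000/well, DMEM with 1% FBS) received compound, then TGF-beta at 500 pg/mL final, and were incubated 18 hours at 37 degrees C. Viability was read by CellTiter-Glo luminescence. Media-only wells were set as complete cell-killing and DMSO as no toxicity.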
MCF10A rereplic – induces DNA re-replication in MCF 10a normal breast cells; 350,000 tested, 2.9% active; Potency, µM (series often up to 46.1 µM), without a hit: at the top dose activity, positive = re-replication, most hits filed as activators; MCF 10A DNA re-replication, Hoechst nuclear intensity, 48 h; also: % of control where 0% means no effect; nearly all actives have a fitted effect of over 50% in size
Nrf2 ARE act – activates Nrf2 signaling; Potency, µM (highest dose often 46.1 µM), for the others: at the highest dose activation, hits mostly activators; AREc32 ARE-luciferase reporter (MCF7-derived line), luminescence, 24 h; AID 624171; 410,000 tested, 0.31% active; also: % of control where 0% means no effect; nearly all actives have a fitted effect of over 65% in size
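Luciferase luminescence (Steady-Glo, 30 min at room temperature) served as the read-out of ARE activation in AREc32 cells treated with compounds for 24 hr at 37 deg C.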
The depositor's hits bear a star; i = inactive; ? = inconclusive; . = not tested or not shown; [ ] = another dose, or the depositor's remark. Calls follow the shape of the dose curve; as a rule, active = well fitted curve in the direction sought with a large enough effect; inconclusive = small, poorly fitted or top-dose-only effect, or another doubt; inactive = no such curve, though single readings can be large; an effect the other way counts as inactive or inconclusive. Potency is read from the fitted curve at half-maximal effect. Not all compounds are listed (hit frequency here may not be typical).

SMILES | Nrf2 block | ATXN viability | TGFb inhibitor | EPAC2 antagonist | A549 viability | ATXN2 expr inh | HepG2 viability | MCF10A rereplic | Nrf2 ARE act
CCOc1ccc(C(=O)C[n+]2cccc3cc(C)ccc32)cc1 | ? | i | -17% | 0% | 0% | -4% | -14% | 9% | -2.0%
O=C(Nc1ccc([N+](=O)[O-])cc1)Nc1ccc2[nH]c(=O)[nH]c2c1 | 2% | i | ? | -3% | -3% | -20% | -25% | 2% | -0.6%
O=C(CNC(=O)c1ccc(S(=O)(=O)N2CCCC2)cc1)N/N=C/c1ccco1 | -13% | i | 0% | -5% | 3% | . | 5% | -3% | 0.1%
COCCn1ccc(O)c(Cc2ccccc2)c1=O | 8% | i | 3% | 12%[57.1 µM] | -3% | -4% | 3% | 18% | -0.4%
COc1ccc(C(CNC(=O)CCNC(=O)c2ccc(Br)cc2)N2CCOCC2)cc1 (configuration not stated) | 6% | i | -14% | 16% | -3% | 0% | -2% | -1% | 0.8%
COc1cc(C)c(CN2CCN(CC(=O)Nc3ccccc3C(=O)NC3CC3)CC2)cc1OC | -5% | i | 6% | 6% | 0% | 9% | 2% | 3% | -0.9%
Cc1cccc(NC(=O)c2oc3ccc(S(=O)(=O)N(C)C4CCCCC4)cc3c2C)c1C | . | . | -7% | . | 20% | . | -3% | . | -0.5%
CCOC(=O)N1CCC(NC(=O)C2CCC(CNS(=O)(=O)c3ccc(OC)cc3)CC2)CC1 (configuration not stated) | . | ? | 4% | 7% | 4% | ? | -18% | -3% | -0.3%
N#Cc1ccc(C(=O)CSc2nnc(-c3ccc(C(F)(F)F)cn3)s2)cc1 | -12% | . | ? | 2% | 0% | -13% | -3% | 26% | -0.6%
Cc1noc2ncnc(Oc3cc(Cl)ccc3Cl)c12 | -3% | ? | ? | 0% | 2% | -7%[11.3 µM] | -27% | ? | 0.0%
O=S(=O)(NC1CCCCCCC1)c1ccccc1F | -15% | i | 0% | -11% | -1% | -1% | -12% | -28% | 4.2%
CCN(CC(=O)Nc1ccccc1C(F)(F)F)C(=O)CCc1ccccc1 | 2% | i | 6% | -3% | 1% | -2% | 7% | 0% | -0.1%
Cc1cc(CSCc2ccc(Cl)cc2)no1 | -4% | i | -1% | -26% | 1% | 5% | -7% | ? | -0.6%
Cc1c(C(=O)NCC2COc3ccccc3O2)oc2ccc(S(=O)(=O)N(C)C3CCCCC3)cc12 (configuration not stated) | -7% | i | -8% | -10% | 0% | -12% | -3% | 10% | -0.1%
O=C(CN1C(=O)CSc2ccc(S(=O)(=O)N3CCCC3)cc21)NCc1ccc(F)cc1Cl | . | i | -1% | . | 0% | 3% | -9% | . | 0.9%
O=C(O)c1ccc(CSc2nc3ccc(N4C(=O)C5C6C=CC(C6)C5C4=O)cc3s2)cc1 (configuration not stated) | 9% | i | -4% | 11% | -7% | 2% | -2% | ? | -0.2%
COC(=O)c1c(NC(=O)Cc2coc3cc(C)cc(C)c23)sc2c1CCC2 | -10% | i | -28% | . | 1% | -2% | -21% | . | -1.1%
CN1CCN(C(=O)C2=NOC3(C2)C(=O)Nc2ccccc23)CC1 (configuration not stated) | . | i | . | 11% | . | -4% | . | . | -1.8%
O=C(NNc1c2ccccc2nc2ccccc12)c1ccccc1Cl | -24% | ? | -16% | 3% | -15% | -32% | -28% | ? | 4.6%
N/C(=N\OC(=O)c1cccs1)c1ccc(Cl)cc1 | ? | i | -10% | -4% | 1% | . | -7% | 1% | ?
Cn1nc(-c2ccccc2F)c2cc(C(=O)N3CCN(C(=O)c4ccco4)CC3)sc21 | ? | i | ? | 10% | -5% | 72%[activator] | -2% | 9% | 1.9%
COC(=O)c1ccc2c(=O)n3c(nc2c1)SCC(c1ccccc1)=N3 | 6% | i | -13% | -7% | -3% | 4% | 1% | -1% | 0.5%
CCCc1cc(=O)[nH]c(SCC(=O)c2cc(C)n(CC(F)(F)F)c2C)n1 | -5% | i | 3% | 5% | -15% | -10% | 0% | 21% | 0.2%
O=C1[C@@H](Oc2ccccc2)[C@@H](c2ccncc2)N1c1ccncc1 | 5% | i | -21% | -21% | 2% | 2% | -8% | 0.18µM* | -0.6%
Cn1c(=O)c2c(-c3ccccc3)n(CCCO)cc2n(C)c1=O | . | i | 2% | . | 9% | -2% | -16% | . | -0.2%
Nc1ccc(Br)c2c1C(=O)c1ccccc1C2=O | 17% | ? | ? | 20% | ? | 0% | -24% | 16% | 5.9%
CC(=O)Nc1ccc(Nc2nnc(-c3ccc(C)c(S(=O)(=O)NCCO)c3)c3ccccc23)cc1 | -14% | i | -7% | -1% | 4% | -1% | -21% | -1% | -0.5%
Cc1ccc(N(CC(=O)Nc2ccc(F)cc2F)S(=O)(=O)c2cccs2)cc1 | ? | i | ? | . | 19% | -7% | -39% | . | 3.1%
N#CSCC(=O)c1cccc2ccccc12 | -2% | i | ? | -11% | 3% | -19% | -34% | 18µM* | 16%
Cc1ccc(NC(=O)CSCC(=O)N2CCN(Cc3ccc4c(c3)OCO4)CC2)cc1 | -6% | ? | 8% | 11% | -8% | -2% | 4% | 0% | 0.4%

Three entries from above, arranged by the number in Nrf2 ARE act, low to high.
Structure,TGFb inhibitor,EPAC2 antagonist,Nrf2 ARE act
O=C1[C@@H](Oc2ccccc2)[C@@H](c2ccncc2)N1c1ccncc1,-21%,-21%,-0.6%
Cn1c(=O)c2c(-c3ccccc3)n(CCCO)cc2n(C)c1=O,2%,.,-0.2%
Cc1ccc(N(CC(=O)Nc2ccc(F)cc2F)S(=O)(=O)c2cccs2)cc1,?,.,3.1%

Next records follow.
SMILES | Nrf2 block | ATXN viability | TGFb inhibitor | EPAC2 antagonist | A549 viability | ATXN2 expr inh | HepG2 viability | MCF10A rereplic | Nrf2 ARE act
Cn1cc(CC(=O)NCCN2CCOCC2)c2ccccc21 | 15% | i | 0% | 2%[57.1 µM] | 1% | . | 3% | 15% | 2.9%
C/C(=N/NC(=O)c1ccccn1)c1ccco1 | ? | i | 4% | 1% | 2% | ? | -60% | 5% | -1.4%
O=C(NC(=O)N1CCN(C(c2ccccc2)c2ccccc2)CC1)c1ccccc1 | -7% | ? | ? | -14% | -4% | -29% | -28% | 26% | -0.6%
COc1ccc(CNCC(O)(c2ccccc2)c2ccccc2)cc1OC | -9% | i | -6% | 2% | -3% | -29% | -19% | -1% | -0.5%
C=CCn1c(SCn2nnc3ccccc3c2=O)nnc1C1CCCCC1 | 21% | i | 15% | 1% | -3% | 9% | -7% | ? | -0.3%
O=C(CN1CCN(Cc2ccc(F)cc2Cl)C1=O)NCCc1ccccc1 | 0% | i | -8% | -3% | -2% | 14% | -4% | 0% | 0.5%
N#Cc1ccccc1OCC(=O)Nc1ccc(S(=O)(=O)N2CCOCC2)cc1 | -8% | i | -2% | -5% | 2% | -9% | -3% | 10% | -0.1%
CNC(=S)N1N=C(c2ccccc2)CC1c1ccccc1Cl (configuration not stated) | 11% | ? | -4% | -5% | 2% | -7% | -3% | ? | -0.1%
O=S(=O)(Nc1nc2n(n1)C(c1ccc(F)cc1)C=C(c1ccccc1)N2)c1ccc(Cl)cc1 (configuration not stated) | 12% | . | -21% | . | 12% | 10% | -15% | . | 3.8%
OCCC1CN(Cc2ccccn2)CCN1C1CCCC1 (configuration not stated) | 7% | i | 0% | 8% | -3% | 32% | -50% | -1% | -0.7%
Cc1cccc(C)c1Nc1c(-c2ccc(O)cc2)nc2sccn12 | 7% | i | ? | . | 0% | -15% | -46% | . | 26%
COc1ccc2nc3cc(Cl)ccc3c(C#N)c2c1 | ? | i | 2% | 2% | 2% | 1% | 11% | 25% | 11%
COc1ccc(CCCNC(=O)C2(C)Cc3c(-c4ccc5c(c4)OCO5)ccnc3O2)cc1 (configuration not stated) | . | ? | ? | -7% | . | -22% | -32% | . | 0.7%
COc1ccc(CN2C(=O)c3ccccc3C2c2nnnn2-c2c(C)cccc2C)cc1OC (configuration not stated) | . | i | . | -9% | . | -14% | . | . | -0.6%
CN(CC(=O)Nc1ccc(OC(F)(F)F)cc1)C(=O)c1ccccc1SCC(=O)N1CCCC1 | -17% | i | ? | -4% | -3% | 10% | -31% | -8% | 2.9%
O=C(CN1CCN(C(=O)c2ccccc2)CC1)Nc1cc(S(=O)(=O)N2CCCC2)ccc1Cl | -6% | i | ? | 1% | -4% | -16% | -19% | -5% | 4.0%
Cc1ccc(N(C(=O)c2ccc(S(=O)(=O)N3CCOCC3)cc2)C2C=CS(=O)(=O)C2)cc1 (configuration not stated) | -17% | i | 2% | -10% | -19%[1.84 µM] | -5% | -28% | 0% | -0.7%
COC(=O)c1ccc(CN(c2ccccc2Cl)S(C)(=O)=O)cc1 | -26% | i | -1% | -11% | 6% | 8% | 6% | 18% | -0.4%
COc1ccc2sc(-c3ccc(S(C)(=O)=O)cc3)c(-c3ccc(C(N)=O)cc3)c2c1 | -10% | i | 0% | 0% | -5% | -12% | -15% | 26µM* | 4.7%
CCc1ccc(-c2cc(C)no2)cc1S(=O)(=O)N1CCCN(Cc2ccc(F)cc2)C1 | ? | i | 10µM* | -8% | 1% | -39% | -66% | ? | 3.5%
COc1ccc(-c2nc(N)sc2C2(O)C(=O)Nc3c(Br)cc(F)cc32)cc1OC (configuration not stated) | 2% | i | 0% | 6% | 1% | -7% | 4% | -8% | 2.0%
O=C(NCCCCc1ccccc1)c1ccc(F)cc1 | ? | i | 1% | 3% | 1% | 27% | 4% | 3% | -0.7%
COCCCN1C(=O)C(CC(=O)NCCN2CCOCC2)CC(C(=O)N(C)C)=C1C (configuration not stated) | . | i | 3% | 11% | . | -2% | -3% | . | 0.4%
COc1ccc(N2C(=O)CC(Sc3n[nH]c(-c4cccc(C)c4)n3)C2=O)cc1 (configuration not stated) | 24% | i | 34%[activator] | -29% | 10% | 17% | 39% | 110% | 12%
COc1cc(O)oc1C=Nc1ccc(Cl)cc1Cl | -10% | i | -23% | -6% | 1% | -2% | -9% | 5% | -0.3%
N#CCCNCC1(c2ccccc2)CCCC1 | . | i | 10% | 13% | -1% | -7% | 1% | 12% | -0.6%
